# Screening data as filed in PubChem.
# D1 potentiator = potentiators of human D1 dopamine receptor; P21728; HEK293 TREx D1 cells, calcium flux, dopamine EC20 potentiation; potentiation, % at 10 µM; 360,000 compounds, 0.036% hits; AID 504651; in the data active = potentiation above about 30%; also: 0% is about no effect
# Vif-APOBEC3G blk = blocks the Vif interaction with human APOBEC3G. Q9HC16. HeLa A3G-eYFP + Vif (tagged APOBEC3G with the HIV-1 protein that degrades it), YFP fluorescence, overnight. Potency, µM (top dose mostly 46.1 µM), without a hit: at the top dose activity, negative = active, hits mostly inhibitors. 410,000 compounds, 0.076% hits. AID 602310;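 also: potency is read from the fitted curve at half-maximal effect; % is scaled to controls: 0 for no effect and ±100 for the full control effect; nearly all actives have a fitted effect of over 60% in size; hits raise eYFP signal because A3G escapes Vif-driven loss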
# Target sequence (Q9HC16 whole entry, looked up): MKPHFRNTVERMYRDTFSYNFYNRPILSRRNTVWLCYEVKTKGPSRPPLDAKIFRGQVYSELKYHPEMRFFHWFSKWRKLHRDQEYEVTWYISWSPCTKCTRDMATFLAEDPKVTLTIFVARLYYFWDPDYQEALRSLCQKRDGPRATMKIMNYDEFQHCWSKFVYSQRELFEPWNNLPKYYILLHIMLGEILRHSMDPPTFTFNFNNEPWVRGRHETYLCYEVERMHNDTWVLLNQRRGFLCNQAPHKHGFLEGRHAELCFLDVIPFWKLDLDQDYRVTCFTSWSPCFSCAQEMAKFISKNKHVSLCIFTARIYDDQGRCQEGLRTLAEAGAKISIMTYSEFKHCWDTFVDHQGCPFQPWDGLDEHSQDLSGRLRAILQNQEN
#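 HeLa cells stably expressing Vif and C-terminally eYFP-tagged A3G, seeded overnight at 37 deg C, then exposed to compound by pintool overnight at 37 deg C. Rise in yellow fluorescence (Ex 488/Em 500-530, Acumen) marks blocked Vif-driven A3G degradation.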
# D1 antag = blocks dopamine activation of the human D1 receptor; activity change, negative = inhibition, % at 10 µM; P21728; 360,000 compounds, 3.2% hits; AID 504652; HEK293 TREx D1 cells, calcium flux, dopamine EC80; hits give low values; in the data active = activity change below about -30%; also: % is scaled to controls: 0 for no effect and ±100 for the full control effect
#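 Antagonism measured as reduced calcium response to an EC80 dopamine addition following 180 s compound pre-read; cells were inducible HEK293 Trex D1 plated overnight at 30 C, read kinetically at 1 cycle/sec.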
# Vif-A3F inh = inhibitors of Vif-A3F interaction | HeLa A3F-eYFP + Vif (tagged APOBEC3F with the HIV-1 protein that degrades it), YFP fluorescence increase | Potency, µM (highest dose often 46.1 µM), inactives show top-dose activity, negative = active | 390,000 compounds, 0.2% hits; also: potency is read from the fitted curve at half-maximal effect; % of control where 0% means no effect; nearly all actives have a fitted effect of over 65% in size
#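 Fluorescence increase (Ex 488/Em 500-530) after overnight compound treatment at 37 deg C flags inhibition of Vif-driven A3F-eYFP loss in stable HeLa A3F-eYFP/Vif cells seeded overnight beforehand.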
# RXFP1 antagonist = blocks the human relaxin receptor RXFP1; Q9HBX9; HEK293-RXFP1, relaxin-stimulated cAMP HTRF, 30 min; hits give low values; activity change, negative = inhibition, % at 57.5 µM; 350,000 compounds, 0.59% hits;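 active = activity change of -60% or lower, but not beyond a set lower limit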; also: % is scaled to controls: 0 for no effect and ±100 for the full control effect
# D1 agonist = activates the human D1 dopamine receptor; HEK293 T-REx D1 cells, calcium flux, agonist mode; activation, % at 2 µM; 360,000 compounds, 1% hits; AID 504660; in the data active = activation above about 30%; also: 0% is about no effect
#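 Agonism was scored from calcium flux recorded over 180 s (1 read/s) after pintool compound addition, following a 10-cycle baseline. Cells were inducible force-coupled HEK293 TREx D1, plated overnight at 30 C and loaded with no-wash calcium dye.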
# RXFP1 agonist = activates the human relaxin receptor RXFP1; HEK293T-RXFP1 cAMP TR-FRET, 30 min; response scale: percent of porcine relaxin response, buffer zero; Potency, µM (top dose mostly 57.5 µM), for inactives: at the top dose activation, hits mostly activators; 370,000 compounds, 0.3% hits; Q9HBX9; also: potency is read from the fitted curve at half-maximal effect; % is scaled to controls: 0 for no effect and ±100 for the full control effect; nearly all actives have a fitted effect of over 60% in size; many of its hits are not listed in these tables
#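 Agonist response is measured as cAMP accumulation in an RXFP1-transfected HEK293T line under PDE4 inhibition. Values are scaled between buffer-only and 29 nM porcine relaxin, and EC50s come from standard Hill equation fits.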
# D2 potentiator = positively modulates the human D2 dopamine receptor allosterically; HEK293 T-REx D2, calcium flux, EC20 dopamine potentiation; potentiation, % at 10 µM; 340,000 compounds, 0.34% hits; AID 485347;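 active = potentiation over 3 SD above the plate norm, cut at about 30% in these data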; also: 0% is about no effect
# Target sequence (P14416 whole entry, looked up): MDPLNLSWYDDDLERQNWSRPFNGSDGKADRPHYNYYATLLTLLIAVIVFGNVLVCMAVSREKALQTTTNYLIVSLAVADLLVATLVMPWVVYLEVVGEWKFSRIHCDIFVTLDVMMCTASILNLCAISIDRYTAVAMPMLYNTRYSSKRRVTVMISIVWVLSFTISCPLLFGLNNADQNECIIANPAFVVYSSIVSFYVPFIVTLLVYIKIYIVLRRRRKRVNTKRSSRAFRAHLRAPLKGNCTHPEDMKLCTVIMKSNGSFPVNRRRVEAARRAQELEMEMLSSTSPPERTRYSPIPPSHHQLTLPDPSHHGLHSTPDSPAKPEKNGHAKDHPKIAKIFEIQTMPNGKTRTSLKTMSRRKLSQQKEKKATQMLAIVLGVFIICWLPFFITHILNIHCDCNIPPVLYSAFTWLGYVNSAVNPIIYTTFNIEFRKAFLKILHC
#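 Calcium flux readout, no-wash dye, 1 read/s. Inducible HEK293 Trex D2 line, overnight 30 C. Compound alone 180 s (agonist flags), then EC20 dopamine, another 180 s to score potentiation.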
# GRP78 ERSR act = induces the endoplasmic reticulum stress response in human glioma cells; U87-MG GRP78 promoter luciferase reporter, 16 h; Potency, µM, inactives show top-dose activation, usual class: activators; 420,000 compounds, 0.02% hits; also: potency is read from the fitted curve at half-maximal effect; series mostly up to about 76 µM; % of control where 0% means no effect; nearly all actives have a fitted effect of over 35% in size
#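 ERSR induction read as luciferase luminescence (Bright-Glo, 10 min at room temperature) in stably transfected human U87-MG glioma cells exposed to compounds for 16 h, using GRP78 as sensor.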
# * marks the source's active call; other numbers are inactive results; · = not tested or not shown. Unless noted, calls follow the shape of the dose curve; as a rule, active = well fitted curve in the direction sought with a large enough effect; inconclusive = small, poorly fitted or top-dose-only effect, or another doubt; inactive = no such curve, though single readings can be large; an effect the other way counts as inactive or inconclusive. A portion of the library (hit frequency here may not be typical).
# Preview (six entries):
SMILES,D1 potentiator,Vif-APOBEC3G blk,D1 antag,Vif-A3F inh,RXFP1 antagonist,D1 agonist,RXFP1 agonist,D2 potentiator,GRP78 ERSR act
CCc1ccc(S(=O)(=O)/N=C2\C=C(NS(=O)(=O)c3ccccc3)C(=O)c3ccccc32)cc1,-2,-28%,-19,-1%,7,-1,-1.4%,·,11%
Cc1ccc(NC(=O)CSc2ncc(-c3ccccc3)n2C(=O)c2ccccc2)cc1,·,2%,·,-2%,-7,·,-0.4%,·,9%
CN(C)S(=O)(=O)N1CCN(c2ccccc2)CC1,0,1%,2,-8%,-13,3,0.3%,8,-3%
O=C(Nc1ccccc1C(=O)OCn1nnc2ccccc2c1=O)c1ccco1,-5,2%,8,6%,4,1,2.4%,-8,-3%
S=c1[nH]nc(-c2ccco2)n1/N=C/c1ccccc1Cl,-4,0%,1,4%,11,0,0.8%,·,-4%
Cc1ccc(-n2nc(C)c3c2OC(N)=C(C#N)C3c2ccc(F)cc2)cc1 (centres undefined),-4,-1%,-18,0%,-15,6,-0.1%,-2,-5%

# The listing, from the first entry:
SMILES,D1 potentiator,Vif-APOBEC3G blk,D1 antag,Vif-A3F inh,RXFP1 antagonist,D1 agonist,RXFP1 agonist,D2 potentiator,GRP78 ERSR act
CCc1ccc(S(=O)(=O)/N=C2\C=C(NS(=O)(=O)c3ccccc3)C(=O)c3ccccc32)cc1,-2,-28%,-19,-1%,7,-1,-1.4%,·,11%
Cc1ccc(NC(=O)CSc2ncc(-c3ccccc3)n2C(=O)c2ccccc2)cc1,·,2%,·,-2%,-7,·,-0.4%,·,9%
CN(C)S(=O)(=O)N1CCN(c2ccccc2)CC1,0,1%,2,-8%,-13,3,0.3%,8,-3%
O=C(Nc1ccccc1C(=O)OCn1nnc2ccccc2c1=O)c1ccco1,-5,2%,8,6%,4,1,2.4%,-8,-3%
S=c1[nH]nc(-c2ccco2)n1/N=C/c1ccccc1Cl,-4,0%,1,4%,11,0,0.8%,·,-4%
Cc1ccc(-n2nc(C)c3c2OC(N)=C(C#N)C3c2ccc(F)cc2)cc1 (centres undefined),-4,-1%,-18,0%,-15,6,-0.1%,-2,-5%
c1ccc(-c2cn(-c3ccccc3)c3[n+]2CCS3)cc1,-2,2%,23,-11%,9,6,2.7%,8,-2%
Cc1ccc(NCC(=O)N/N=C/c2cc3ccccc3nc2Cl)cc1,-7,-1%,-7,0%,2,2,0.9%,-2,10%
CN1C(=O)C(c2nnc(Nc3cccc4ccccc34)s2)C2CC1(C)Oc1ccccc12 (centres undefined),3,-4%,19,-8%,·,6,0.4%,7,-5%
CCOc1cccc(C(=O)Nc2nccs2)c1,-7,0%,10,-10%,4,0,1.5%,·,4%
CC/C(=C(\c1ccc(O)cc1)c1ccc(OCCN(C)C)cc1)c1ccccc1,-2,-3%,9,0%,·,15,4.4%,7,-1%
COc1ccc(OC)c(CNc2ncnc3onc(C)c23)c1,-2,-3%,4,-3%,-7,0,-4.0%,·,-2%
Cc1ccc2nc(-c3ccc(NC(=O)CN4CCN(c5ccccn5)CC4)cc3)sc2c1,-1,-2%,-29,1%,-10,-1,18%,-12,-9%
O=C(NC1CCCCC1)c1ccc(CSc2nc3cccnc3n2Cc2ccccc2F)cc1,-1,-5%,-4,1%,-4,2,5.6%,6,-1%
Nc1c(C(=O)Nc2ccccc2)nnn1-c1ccc2c(c1)OCCO2,-7,2%,-17,10%,-10,6,2.8%,23,-12%
CC(=O)Nc1ccc(N2CCc3c(C)c(C#N)c4nc5ccccc5n4c32)cc1,1,·,5,·,·,47*,12%,6,·
O=C(NCc1ccccc1)Nc1cc(Cl)ccc1Cl,-2,-5%,7,0%,-23,2,1.0%,-13,-3%
CCN(CC)C(=O)CN1CCN(c2ncccn2)CC1,-8,2%,-13,1%,13,3,0.1%,-8,-1%
O=C(CCCSc1nc2ccccc2c(=O)[nH]1)c1ccccc1,0,-4%,-1,-16%,4,2,0.7%,10,-4%
COc1ccc(-c2oc(=O)c3cc(OC)c(OC)cc3c2/C=C/c2cccc([N+](=O)[O-])c2)cc1,-4,1%,·,-1%,·,-2,2.5%,7,-2%
Cc1ccc2c(c1)N(C(=O)N1CCC(C(=O)NCc3ccccc3C)CC1)CC(C)O2 (centres undefined),-1,7%,-5,-5%,-17,0,0.5%,5,-5%
Cc1ccc(CN2CCC[C@]3(N[C@H](c4ccc(C(F)(F)F)cc4)[C@@H]4C(=O)N(C)C(=O)[C@@H]43)C2=O)cc1,·,7%,·,-2%,0,·,·,·,-6%
COCCNC(=O)c1ccc(CN2CCOCC2)cc1,7,0%,-2,-20%,-6,0,-0.7%,-10,-2%
CCCN(CCC)CCNC(=O)c1ccc2c(c1)NC(=O)C(CS(=O)(=O)Cc1cccc(Br)c1)N2 (centres undefined),-1,6%,-4,5%,-10,-2,3.6%,1,-3%
O=C(c1cc2ccccc2o1)N1CCN(c2cccc(Cl)c2)CC1,-4,-6%,12,-10%,-13,0,3.7%,8,0%
CCCc1nn(C)c(C(=O)Nc2ccccc2)c1Cl,-2,0%,4,6%,·,3,0.7%,-1,-2%
COc1ccc(N2C(=NC(=O)c3ccc(Br)cc3)SC3CS(=O)(=O)CC32)cc1 (centres undefined),-5,0%,5,-1%,-4,2,9.9%,-3,-1%

# Of the compounds above, 2 contain a cyano group.
SMILES,D1 potentiator,Vif-APOBEC3G blk,D1 antag,Vif-A3F inh,RXFP1 antagonist,D1 agonist,RXFP1 agonist,D2 potentiator,GRP78 ERSR act
Cc1ccc(-n2nc(C)c3c2OC(N)=C(C#N)C3c2ccc(F)cc2)cc1 (centres undefined),-4,-1%,-18,0%,-15,6,-0.1%,-2,-5%
CC(=O)Nc1ccc(N2CCc3c(C)c(C#N)c4nc5ccccc5n4c32)cc1,1,·,5,·,·,47*,12%,6,·

# For reference, 3 of the compounds above.
SMILES,D1 potentiator,Vif-APOBEC3G blk,D1 antag,Vif-A3F inh,RXFP1 antagonist,D1 agonist,RXFP1 agonist,D2 potentiator,GRP78 ERSR act
O=C(c1cc2ccccc2o1)N1CCN(c2cccc(Cl)c2)CC1,-4,-6%,12,-10%,-13,0,3.7%,8,0%
CCCc1nn(C)c(C(=O)Nc2ccccc2)c1Cl,-2,0%,4,6%,·,3,0.7%,-1,-2%
COc1ccc(N2C(=NC(=O)c3ccc(Br)cc3)SC3CS(=O)(=O)CC32)cc1 (centres undefined),-5,0%,5,-1%,-4,2,9.9%,-3,-1%
